# Bioassay records from PubChem BioAssay.
# FUS yeast rescue = qHTS for Suppressors of FUS Proteinopathy: Primary screen using FUS-linked yeast assay | S. cerevisiae FUS-expressing, growth rescue, OD600, 24 h | Potency, µM (doses to about 76.6 µM), without a hit: at the top dose growth rescue (activation), most hits filed as activators | hit rate 0.24% among 390,000 | AID 1347120, 2019;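 also: potency is read from the fitted curve at half-maximal effect; plate controls were DMSO vehicle for no effect and reference control for full effect; nearly all actives have a fitted effect of over 55% in size; some results filed as inactive show a strong effect at the top dose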
#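 Galactose (2%) drives FUS expression in yeast precultured in raffinose; seeding density OD 0.005. Test compounds incubated 24hr at 30C and 99% humidity before absorbance at 600 nm was measured.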
# Abeta yeast res = qHTS for compounds that reverse cellular toxicity of Amyloid beta (A-beta) peptide in yeast: Primary Screen. yeast expressing A-beta42, growth rescue, OD600, 48 h; response scale: 0% DMSO, 100% iron-clioquinol control. Potency, µM (highest dose often 46.1 µM), without a hit: at the highest dose growth rescue, hits mostly activators. hit rate 0.063% among 410,000; also: potency is read from the fitted curve at half-maximal effect; nearly all actives have a fitted effect of over 55% in size
#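 Growth rescue measured by 600 nm absorbance after 48 h yeast culture at 30 C with compound. Values normalized between DMSO and an equimolar ferric chloride plus clioquinol control.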
# HEK293 tox = qHTS of GLP-1 Receptor Inverse Agonists: Cytotox Screen; HEK293 cAMP-luciferase reporter cells, luminescence, 24 h; Potency, µM (top dose mostly 38.3 µM), for inactives: at the highest dose activity change, negative = inhibition, hits mostly inhibitors; hit rate 0.13% among 410,000;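 also: loss of luciferase light is scored as toxicity; potency is read from the fitted curve at half-maximal effect; % is scaled to controls: 0 for no effect and ±100 for the full control effect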
#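 Here, cytotoxicity is scored as loss of luminescence. The MLSMR collection was tested on cells seeded in medium containing 10% Nu serum, with a 24 hr compound exposure preceded by 12 hours of culture.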
# Mm-Cpn inhibitor = Inhibitors of TCP-1 ring complex (TRiC) of Methanococcus maripaludis (MmCpn): qHTS | Potency, µM (top dose mostly 76.9 µM), without a hit: at the highest dose activity, negative = inhibition, hits mostly inhibitors | AID 504842, 2011 | purified Mm-Cpn ATPase, ADP Transcreener TR-FRET | hit rate 0.031% among 330,000 | Chaperonin Mm-Cpn (Methanococcus maripaludis); also: potency is read from the fitted curve at half-maximal effect; % is scaled to controls: 0 for no effect and ±100 for the full control effect; nearly all actives have a fitted effect of over 80% in size
#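 Measured: ADP formation by purified Mm-CPN. Conditions: 25 nM protein, 10 uM ATP, Tris pH 7.4 with Mg2+, K+ and DTT, 37°C for 30 min. Detection: Transcreener HTRF after 30 min at room temperature.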
# GLP1R inv ag = qHTS of GLP-1 Receptor Inverse Agonists (Inhibition Mode); Potency, µM (highest dose often 38.3 µM), without a hit: at the highest dose activity change, negative = inhibition, most hits filed as inhibitors; HEK293 GLP-1R CRE-luciferase, luminescence, 24 h; GLP-1R form is constitutively active; hit rate 1.6% among 410,000; also: potency is read from the fitted curve at half-maximal effect; % is scaled to controls: 0 for no effect and ±100 for the full control effect; nearly all actives have a fitted effect of over 55% in size
# Target sequence (P43220 whole entry, looked up): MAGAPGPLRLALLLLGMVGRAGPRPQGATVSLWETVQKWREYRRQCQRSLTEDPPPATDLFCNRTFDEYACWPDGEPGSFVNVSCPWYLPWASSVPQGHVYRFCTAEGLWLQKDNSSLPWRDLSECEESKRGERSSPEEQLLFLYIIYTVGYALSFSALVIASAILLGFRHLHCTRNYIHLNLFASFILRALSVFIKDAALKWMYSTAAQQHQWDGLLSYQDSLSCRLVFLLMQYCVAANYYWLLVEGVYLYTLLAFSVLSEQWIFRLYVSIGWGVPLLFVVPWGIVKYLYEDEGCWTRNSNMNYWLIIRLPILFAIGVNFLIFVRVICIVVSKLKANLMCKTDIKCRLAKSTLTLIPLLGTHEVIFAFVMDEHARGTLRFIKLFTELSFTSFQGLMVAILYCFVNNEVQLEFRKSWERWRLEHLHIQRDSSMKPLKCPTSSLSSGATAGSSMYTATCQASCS
#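 Readout was luciferase luminescence, measured 12 min after detection reagent at room temperature. Beforehand, GLP-1R reporter HEK293 cells had sat 12 h, then received compounds for 24 hr at 37 deg C.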
# aSyn rescue = qHTS of alpha-syn Inhibitors; Yeast expressing alpha-synuclein, growth rescue, BacTiter-Glo, 24 h; Potency, µM (titrated, usually from 46.1 µM), inactives show at the highest dose growth rescue (activation), usual class: activators; hit rate 0.14% among 370,000; AID 652106, 2013; also: potency is read from the fitted curve at half-maximal effect; % of control where 0% means no effect; nearly all actives have a fitted effect of over 65% in size
#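 Readout is rescue of growth in alpha-synuclein-expressing yeast, so inhibitors of toxicity appear as activators. Growth after 24 hr at 30 deg C in galactose medium is quantified by luminescence.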
# PTHR1 agonist = qHTS for PTHR1 Agonists: Primary Screen; hit rate 0.075% among 410,000; Parathyroid hormone/parathyroid hormone-related peptide receptor (Homo sapiens), Q03431; HEK293 GP2 PTHR1 cells, GloSensor cAMP luminescence, 1 h; Potency, µM (top dose mostly 115 µM), for inactives: at the top dose activation, usual class: activators; AID 743266, 2014; also: potency is read from the fitted curve at half-maximal effect; nearly all actives have a fitted effect of over 55% in size; some results filed as inactive show a strong effect at the top dose; inactives centre near -15; many of its hits are not listed in these tables
# Target sequence (Q03431 whole entry, looked up): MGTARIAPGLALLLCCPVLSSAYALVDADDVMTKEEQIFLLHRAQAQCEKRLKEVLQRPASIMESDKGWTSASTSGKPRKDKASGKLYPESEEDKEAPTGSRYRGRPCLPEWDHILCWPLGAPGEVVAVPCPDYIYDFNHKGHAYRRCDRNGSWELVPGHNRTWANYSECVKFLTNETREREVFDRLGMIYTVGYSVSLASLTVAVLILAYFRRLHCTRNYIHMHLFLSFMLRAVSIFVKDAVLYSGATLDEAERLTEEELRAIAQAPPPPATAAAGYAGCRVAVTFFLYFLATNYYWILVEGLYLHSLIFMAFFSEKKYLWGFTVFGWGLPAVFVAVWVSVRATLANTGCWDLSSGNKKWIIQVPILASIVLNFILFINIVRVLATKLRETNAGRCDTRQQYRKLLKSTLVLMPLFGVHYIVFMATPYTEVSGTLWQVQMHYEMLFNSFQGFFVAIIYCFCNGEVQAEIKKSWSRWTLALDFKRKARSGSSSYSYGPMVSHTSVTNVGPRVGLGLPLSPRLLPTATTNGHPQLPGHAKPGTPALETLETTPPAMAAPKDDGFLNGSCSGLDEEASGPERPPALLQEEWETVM
#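 HEK-293-derived GP2 cells expressing PTHR1 and a GloSensor cAMP reporter, 3,000/well, plated overnight, given luciferin plus IBMX (each 0.5 mM as added) for 1 h at 37 °C, then compound for 1 h at 37 °C. Luminescence was read after 15 min at room temperature.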
# Akt phos inh = HTS Assay for Inhibitors of Akt Phophorylation: Primary Screen. hit rate 0.32% among 360,000. Neuro2A IGF-stimulated pAkt S473 HTRF, 20 min; active compounds read low. activity change, % for hits at 50 µM; in the data active = activity change below about -80%; inconclusive = mostly about -51% to -80%; also: % is scaled to controls: 0 for no effect and ±100 for the full control effect
#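 Single-point screen (50 µM final compound) in Neuro2A cells stimulated 20 min with 6 nM IGF at 37 deg C. After lysis, Ser473-phosphorylated Akt read by HTRF (ex 330 nm, em 615/665 nm) as the 665/615 ratio.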
# TDP-43 yeast inh = qHTS of TDP-43 Inhibitors; TDP-43 expressing yeast growth rescue, BacTiter-Glo, 24 h; Potency, µM (highest dose often 46.1 µM), without a hit: top-dose growth rescue (activation), usual class: activators; hit rate 1.8% among 410,000; also: potency is read from the fitted curve at half-maximal effect; % of control where 0% means no effect; nearly all actives have a fitted effect of over 50% in size
#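 In this qHTS, compounds that restore growth of yeast expressing TDP-43 appear as activators. Cells (OD600=0.02, galactose medium, raffinose-pregrown) are incubated with compound 24 hr at 30 deg C and growth is quantified by BacTiter-Glo.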
# Starred values were filed as active, the others as inactive; i = inactive; ? = inconclusive; . = not tested or not shown; [ ] = another dose, or the depositor's remark. Unless noted, calls follow the shape of the dose curve; as a rule, active = well fitted curve in the direction sought with a large enough effect; inconclusive = small, poorly fitted or top-dose-only effect, or another doubt; inactive = no such curve, though single readings can be large; an effect the other way counts as inactive or inconclusive. These rows are one share of the data. The share of hits here may be higher or lower than overall.
SMILES,FUS yeast rescue,Abeta yeast res,HEK293 tox,Mm-Cpn inhibitor,GLP1R inv ag,aSyn rescue,PTHR1 agonist,Akt phos inh,TDP-43 yeast inh
Clc1cccc(Cl)c1CSc1nnc(CN2CCOCC2)n1-c1ccccc1,18.3%,1.6%,5.4%,0.4%,?,7.0%,-9.3%[57.5 µM],i,3.2%
COc1ccc(C(=O)Nc2ccc(NC(=O)CSc3nnc(-c4ccncc4)n3C)cc2)cc1,12.8%,2.1%,-11.6%,1.9%,2.0%,-4.7%,-13.7%,i,1.0%
COc1ccc(CNC(=O)c2ccc3c(c2)N(Cc2ccccc2)CCS3)cc1,8.1%,11.9%,5.3%,.,-5.8%,.,-39.1%[inhibitor],.,1.2%
FC(F)C(F)(F)C(F)(F)C(F)(F)c1cc(-c2ccccc2)n[nH]1,23.4%,-91.9%[inhibitor],?,-1.2%,?,-2.8%,i,.,?
CCCN(CC(=O)Nc1ccc(F)c(F)c1F)C(=O)c1cc([N+](=O)[O-])ccc1N1CCOCC1,21.0%,12.1%,4.2%,2.5%,-8.0%,-0.3%,-18.5%,i,5.9%
Cc1cccc2sc(NC(=O)Cn3cccc3)nc12,-13.8%,11.2µM*,-8.4%,0.6%,-23.7%,17.6%,-48.5%[inhibitor],i,7.1%
O=S(=O)(c1ccc(Br)s1)N1CCN(c2ccc(F)cc2)CC1,6.6%,-7.7%,16.5%,-3.3%,?,11.4%,-22.0%,i,-14.5%
NC(=O)c1cnn2c(-c3ccc(Cl)cc3Cl)ccnc12,-5.8%,10.0%,-3.5%,-2.1%,8.0%,10.7%,-13.7%,i,4.8%
CCOC(=O)c1cc(NC(=O)c2ccc(F)cc2)c(=O)n2c1oc1ccc(Cl)cc12,-10.0%,-11.3%,-2.8%,.,3.5%,0.0%,i,.,13.8%
CCOC(=O)C1CCN(C(=O)CCNS(=O)(=O)c2cc(Br)cnc2N)CC1,2.5%,4.9%,-1.7%,1.5%,1.9%,-2.9%,i,i,4.3%
CCCCN(C)CCCNC(=O)c1ccc2c(c1)N(CC)C(=O)c1ccccc1S2=O (configuration not stated),17.1%,3.3%,-3.1%,0.4%,-9.9%,-6.3%,i,i,6.9%
O=P(c1ccccc1)(c1ccccc1)c1cc(Br)cc(Br)c1OCCO,25.7%,-6.0%,-3.8%,2.1%,?,19.8%,-5.6%,i,-12.9%
Cc1cc(F)ccc1S(=O)(=O)Nc1ccccc1C(=O)NC1CCN(Cc2ccccc2)CC1,39.7%,-4.4%,-13.2%,-1.0%,?,0.4%,-11.4%,i,-17.1%
CNC(=S)N(C1=NCC(c2ccc([N+](=O)[O-])cc2)S1)c1ccccc1 (configuration not stated),10.3%,13.9%,8.7%,0.7%,?,12.8%,-3.5%,i,-5.8%
Cn1cc(Br)c(-c2cccc(NC(=O)CCC(=O)O)c2)n1,23.4%,5.8%,7.0%,-1.0%,0.0%,0.3%,-6.0%,i,13.6%
Cc1cccc(CC2S/C(=N/N=C/c3ccco3)NC2=O)c1 (configuration not stated),-2.1%,10.9%,-1.7%,-0.5%,-8.7%,-4.4%,-3.6%,i,13.9%
Cc1ccc(Oc2ccc(S(=O)(=O)Nc3ccc(C(=O)O)cc3)cc2)cc1,9.3%,20.7%,-1.2%,0.2%,2.2%,7.4%[1.84 µM],-45.2%[inhibitor],i,19.6%
Cc1ccccc1-c1nnn(Cc2ccc(-c3nn[nH]n3)cc2)n1,10.1%,-23.4%,15.6%,3.3%,45.8%[activator],-13.1%,-15.3%,i,-0.2%
CCCCn1c(-c2cccc(Br)c2)nc2cc3[nH]c(=O)c(C(C)C)nc3cc21,?,3.0%,1.7%,-3.3%,-27.4%,1.4%,-22.9%,i,?
CCOc1ccc(-n2c(=O)c3c(C)c(C(=O)N(C)C)sc3n(CC(=O)Nc3c(C)cc(C)cc3C)c2=O)cc1,3.9%,-6.8%,0.2%,.,5.3%,.,i,.,1.7%
Cc1ccccc1NC(=S)N(Cc1cccnc1)Cc1ccccc1Cl,-3.4%,17.8%,-23.5%,-0.3%,?,2.2%,i,i,24.9%
Cc1ccc(C(=O)C(C)N(C(=O)c2ccc(Cl)cc2Cl)N2C(=O)CCCC2=O)cc1 (configuration not stated),-1.6%,-10.1%,3.1%,0.0%,3.3%,0.7%,-10.7%,i,10.9%[9.22 µM]
COc1ccc(-n2c(C)cc(C(=O)COC(=O)c3ccc(O)cc3O)c2C)cc1,7.8%,6.6%,10.7%,-10.2%,?,-0.6%,-54.7%,i,9.7%
CC(=O)N1CC(C)Sc2ccc(S(=O)(=O)NCc3ccccc3Cl)cc21 (configuration not stated),22.8%,19.5%,-0.2%,1.3%,?,9.8%,-20.2%,i,8.9%
Cc1nn(C)cc1NC(=O)Cn1nc(C(F)(F)F)cc1C1CC1,-19.3%,5.4%,-12.2%,1.5%,16.9%,7.9%,i,i,6.1%
O=C(COC(=O)C1CCCCC1)Nc1cc([N+](=O)[O-])ccc1F,-10.1%,0.0%,-11.0%,3.1%,4.6%,4.4%,-5.6%,i,3.2%
O=C1C=C(c2ccc(Cl)cc2)C(=O)N1Nc1ccccc1,10.1%,-93.0%[inhibitor],?,0.5%,?,-75.7%[inhibitor],-18.7%[57.5 µM],-111.8%*,?
Cc1csc2nc(COc3ccccc3NC(=O)c3ccc(C(C)(C)C)cc3)cc(=O)n12,-36.5%,-6.0%,-5.5%,.,4.8%,.,-10.7%,.,17.5%
Fc1cccc(Cl)c1/C=C/c1cnc2ccccc2n1,8.2%,-10.0%,17.2%,-23.5%,?,-3.5%,-34.7%[inhibitor],i,0.0%
COc1cc(OC)cc(C(=O)OCC(=O)Nc2nnc(-c3ccccc3)o2)c1,-0.9%,-2.2%,1.0%,.,16.4%,-1.5%,-13.5%,i,-13.3%
O=c1c(F)cn(C2CCCO2)c(=O)n1Cc1ccccc1Cl (configuration not stated),8.0%,10.3%,6.9%,-0.7%,61.2%[activator],4.9%,i,i,-24.7%
c1ccc(NC2=NCCN2CCC2CCCCC2)cc1,-9.5%,4.5%,-2.5%,-3.1%,-23.0%,-1.6%,i,i,6.8%
CCN(CC)CCn1c2c(c(SCC(=O)Nc3nc(C)cs3)nc1=O)CCC2,23.8%,4.7%,4.8%,0.6%,-22.2%,-2.7%,-21.4%,i,0.0%
Cc1cc(C)cc(OCC(=O)N(Cc2cccs2)C2CCS(=O)(=O)C2)c1 (configuration not stated),34.3%,20.2%,1.7%,-1.7%,0.0%,7.5%,i,i,9.1%
CC(=O)c1cccc(NC(=O)c2cnn(-c3cccc(C)c3)c2-n2cccc2)c1,15.7%,1.3%,-1.8%,.,0.9%,.,6.4%,.,-0.4%
COc1ccc(-c2cnc3c(c2)C(=O)N([C@H](C)CO)C[C@@H](C)[C@@H](CN(C)C(=O)NC2CCCC2)O3)cc1,8.7%,-3.1%,1.1%,.,16.1%,?,-18.6%,i,?
Cc1nc(C)c2c(c1C(F)(F)F)-c1ccccc1C2(F)F,5.0%,-3.4%,14.2%,-1.7%,-0.6%,-7.4%,-2.7%,i,-14.7%
O=C(COC(=O)c1ccccc1C(=O)c1ccc(Cl)cc1)NCc1ccccc1,?,1.4%,-37.4%,-0.7%,?,7.9%,-49.2%,i,22.6%
C/C(=N\N1C(=O)c2ccccc2NC1c1ccco1)c1ccccc1O (configuration not stated),-6.7%,-14.0%,-24.6%,-12.1%,?,-0.4%,-34.6%[inhibitor],i,8.2%
O=C(NCCc1cccs1)c1ccc(Cn2c(SCc3ccccc3)nc3cccnc32)cc1,4.5%,-18.0%,-5.3%,.,?,.,-14.5%,.,-14.7%
Cc1c(-c2ccccc2)nnn1-c1ccc(F)cc1F,22.1%,-14.9%,20.7%,0.0%,-28.4%,1.6%,i,i,?
CCN(CC(=O)Nc1c(F)cccc1F)C(=O)c1ccc2c(c1)C(=O)N(c1ccccc1C)C2=O,-2.9%,3.2%,4.5%,.,13.1%,-3.7%,-19.4%,i,13.3%
Cc1ccc(SCC(=O)NCc2ccccc2C)cc1,-10.8%,20.5%,2.8%,1.8%,?,12.3%,i,i,29.5%
CC(C)Oc1ccc(CN2CCC(n3nccc3NC(=O)C3CC3)CC2)cc1,.,0.9%,7.7%,-2.9%,-9.6%,-7.2%,-3.3%,i,6.7%
NC(=O)c1cc([N+](=O)[O-])ccc1NCC1CCCCC1,-15.9%,4.5%,-21.3%,0.0%,28.2%,11.2%,-54.9%[inhibitor],i,?
CC(C)NC(=O)c1ccccc1-c1ccccc1,-0.5%,13.9%,-14.4%,-1.6%,2.9%,1.5%,i,i,0.0%
CCC(C(=O)Nc1ccc(C(=O)O)cc1NC(=O)C(CC)c1ccccc1)c1ccccc1 (configuration not stated),35.2%,-21.3%,-3.9%,0.1%,-18.5%,-1.9%,-29.3%,i,-6.8%
O=C(NCc1ccccc1Cl)C1CCCN1C(=O)NC1CCCCC1 (configuration not stated),-27.0%,-14.3%,-7.0%,-2.9%,23.3%,-0.6%,-32.1%[inhibitor],i,2.6%
